NOD1 inhibition – inhibition of NOD1-driven NF-kB reporter – cell-based, luminescence, uHTS, primary screen (AID 1578); inhibition, % at 4 µM; hits with a dose series show EC50 in µM; 1% of 290,000 active; NOD1-driven NF-kB luciferase reporter cells, luminescence; higher % means a stronger effect; in the data active = inhibition mostly above about 36%, no sharp cut-off; inactive = mostly below about 34%;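 note: HEK-293T reporter cells stimulated with the NOD1 agonist gamma-tri-DAP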
HEK293 NOD2/NF-kB – NOD2 signaling inhibitors, cell-based, luminescence, uHTS, HEK293 (AID 1566). HEK293 NOD2/NF-kB luciferase reporter, luminescence; higher % means a stronger effect. one-dose inhibition, % at 4 µM; EC50 in µM for titrated hits. 0.63% of 290,000 active; in the data active = inhibition above about 50%; note: many of its hits are not listed in these tables
Starred values were filed as active, the others as inactive. An excerpt; the hit share may differ from the screen's.

SMILES | NOD1 inhibition | HEK293 NOD2/NF-kB
Cc1ccc(C(=O)NNC(=O)C2CC2)cc1Br | -30% | 3%
CCOc1ccc(N(CC(=O)NCc2ccc(F)cc2)C(=O)CCC(=O)Nc2nccs2)cc1 | -43% | -8%
C=C(C)COc1ccc(-c2ncnc(C(F)(F)F)c2-c2ccccc2)c(O)c1 | -2% | 12%
COc1ccc(NC(=O)c2c(N)cnn2C)cc1 | 48% | 10%
COc1ccc2[nH]c(=O)c(CN(CC3CCCO3)S(=O)(=O)c3ccccc3F)cc2c1 (centres undefined) | 22% | 32%
CCC1CCCCN1CCCNC(=O)c1c(O)nc2c(C)cccn2c1=O (centres undefined) | -22% | 10%
c1ccc2c(c1)CCc1snnc1-2 | -24% | 15%
O=C(NCCS(=O)(=O)c1ccc(Br)cc1)c1ccccc1Cl | -4% | 19%
O=C(CCN1C(=O)C2C3CCC(C3)C2C1=O)Nc1cccc(Cl)c1 (centres undefined) | -43% | 4%
O=C(C1CCCN(c2ncnc3c2nc2n3CCCCC2)C1)N1CCN(c2ccc(Cl)cc2)CC1 (centres undefined) | -12% | 39%
O=C(N/C(=C/c1cccc([N+](=O)[O-])c1)C(=O)N1CCCCC1)c1ccco1 | -18% | 11%
Cc1cccc(CCNC(=O)C2CCCN(c3ncnc4c3nc3n4CCCCC3)C2)c1 (centres undefined) | -25% | 22%
O=[N+]([O-])c1cc(Br)c2nsnc2c1N1CCOCC1 | -20% | 23%
CC(C)C(NC(=O)OCc1ccccc1)C(=O)NC(Cc1ccc(O)cc1)C(=O)O (centres undefined) | -6% | -10%
O=C(Nc1c(-c2ccccc2)nc2ccccn12)c1ccccc1 | 41% | 4%
COC(=O)c1ccc(Cn2nnc3c(=O)[nH]c(C4CCCN(S(=O)(=O)c5cccc(Cl)c5)C4)nc32)cc1 (centres undefined) | -1% | 17%
Cn1c(SCc2ccccc2)nc2c1c(=O)[nH]c(=O)n2C | 0% | 9%
C[N+](C)(C)CC(=O)N1CCN(c2ccc3ccccc3n2)CC1 | -8% | -23%
O=c1[nH]c(/C=C/c2ccccc2)c([N+](=O)[O-])c(=O)[nH]1 | 15% | 4%
N#CC1=C(N)Oc2cc(N)ccc2C1c1ccccc1F (centres undefined) | 8% | -22%
COc1ccc(-n2nc(C(=O)NCC(=O)N3CCN(Cc4ccccc4)CC3)c3ccccc3c2=O)c(OC)c1 | -14% | -1%
O=C(NCCCN1CCOCC1)C1CC(=O)N(c2ccccc2)C1 (centres undefined) | 30% | -18%
C=CCN(C(=O)CCC(=O)Nc1cc(C)on1)C(C(=O)NC1CCCC1)c1ccc(OC)cc1OC (centres undefined) | -56% | -11%
CC(=O)Nc1ccc(S(=O)(=O)NCCN2CCNC2=O)cc1Cl | -6% | 20%
CSc1ccc(CCNC(=O)c2ccc(CS(=O)Cc3ccc(Cl)cc3)o2)cc1 (centres undefined) | -7% | 16%
New compounds follow:
SMILES | NOD1 inhibition | HEK293 NOD2/NF-kB
C=CCn1c(SCC(=O)Nc2ccc(Cl)cn2)nnc1C1CC1 | -30% | 7%
Cc1ccc(NC(=O)c2cc([N+](=O)[O-])ccc2N2CCOCC2)cc1C | -14% | -5%
Cc1cccc(NC(=O)c2ccc(S(=O)(=O)N(C)CC3CCCO3)cc2)c1C (centres undefined) | 8% | 32%
CN(C)CCNc1ccc(-c2n[nH]c(=O)c3ccccc23)cc1[N+](=O)[O-] | -4% | 10%
O=C(Nc1ccccc1)c1cccc(N2C(=O)C3C4C=CC(C4)C3C2=O)c1 (centres undefined) | -13% | 6%
C[C@H](C(O)c1ccccc1)N(C)C(=O)CN (some centres undefined) | -11% | -8%
COc1ccc(NC(=O)Cn2cc(C(C)=O)c3ccccc32)cc1 | 50% | 36%
COc1ccc(C)cc1Nc1n[n+](-c2ccccc2)c(-c2cccc(Cl)c2Cl)s1 | -9% | -5%
CCc1cccc(NC(=O)C2CCN(S(=O)(=O)c3ccc4c(c3)NC(=O)CO4)CC2)c1 | 17% | 0%
CN1CCN(C(=O)c2ccc3c(c2)N(Cc2cccc(Cl)c2)C(=O)c2ccccc2S3(=O)=O)CC1 | -30% | 8%
COc1ccc(NC(=O)CCN2C(=O)c3ccccc3C2=O)cc1 | -37% | 0%
Cc1ccc(C)c(S(=O)(=O)N2CCN(C(=O)c3cc(S(=O)(=O)NCc4ccccc4)ccc3C)CC2)c1 | -7% | 9%
COc1ccc(C(=O)Nc2cc(C)nn2-c2ccc(F)cc2)cc1 | 11% | 19%
COc1ccc(/C=C2\SC(=S)N(NS(=O)(=O)c3ccc(C)cc3)C2=O)c(OC)c1 | -1% | 9%
CC1CN(C(=O)COC(=O)c2ccc(O)cc2)CC(C)O1 (centres undefined) | -18% | -13%
Cc1cccc(OC(C)C(=O)N2CCc3ccccc3C2)c1 (centres undefined) | 4% | -8%
O=C(C[n+]1ccccc1)N/N=C/c1c(F)cccc1Cl | -7% | -6%
O=[N+]([O-])c1cccc(C=Nc2cccc3ccccc23)c1O | 40% | 14%
CCC(=O)N1CCc2cc(Br)cc(S(=O)(=O)NCCN3CCCC3)c21 | -2% | 0%
COc1ccccc1N1C(=O)S/C(=C\c2cccs2)C1=O | -3% | -2%
CCn1c(CCNC(=O)c2ccco2)nc2ccccc21 | -33% | 6%
CCNCCC(=O)N1c2ccccc2Sc2ccc(C(F)(F)F)cc21 | 15% | 10%
COc1cccc(N(CC(=O)N2CCCCCC2)S(C)(=O)=O)c1 | -6% | -5%
Cc1ccc(NC(=O)CNC2CCCCC2)cc1Cl | -2% | -7%
CC(=O)c1cccc(NS(=O)(=O)c2ccc(-c3cc(C)no3)s2)c1 | 20% | 48%
The listing continues:
SMILES | NOD1 inhibition | HEK293 NOD2/NF-kB
COc1ccc(C=C2C=C(C(C)(C)C)C(=O)C(C(C)(C)C)=C2)cc1OC | 55% | 1%
Cc1ccc(/C(=N/Nc2ncnc3ccccc23)C(=O)O)cc1 | 4% | -15%
CNC[C@@H](Cc1ccccc1)NC[C@@H](CC1CCCCC1)NCCCc1ccccc1 | -24% | 3%
O=C(Cc1ccccc1F)Nc1ccc2c(c1)CCC2 | -54% | -52%
CCc1nc(SCC(=O)N2CCCC2)c2c(=O)n(C)c(=O)n(C)c2n1 | -5% | 12%
CSCC[C@H](NC(=O)N1CCn2c1nc1ccccc12)C(=O)NCc1ccco1 | -19% | 0%
Cc1nc2ccc(OC(=O)c3ccccc3)cc2s1 | -15% | -8%
CCOC(=O)c1cccc(NC(=O)CCn2c(=O)oc3ccccc32)c1 | -36% | 0%
CCOC(=O)c1c(CN2CCN(c3ccccc3)CC2)oc2cc(Br)c(O)cc12 | -16% | 20%
O=C1CCN(Cc2ccc(O)cc2)CCN1[C@H](CO)c1ccccc1 | -2% | 4%
O=C(NCc1ccccn1)Nc1cccc(Cl)c1Cl | -54% | -12%
CCCCNc1nnc(Cc2ccc(Cl)cc2)c(=O)[nH]1 | 1% | 0%
Cc1cc([N+](=O)[O-])nn1CC(=O)N(C)C1CCCCC1 | -44% | -7%
Cc1ccc(S(=O)(=O)N2CCCCCC2)cc1C(=O)Nc1cccnc1 | -4% | -5%
COc1cc(C(=O)N2CCc3ccccc32)c([N+](=O)[O-])cc1OC | -7% | 10%
O=C(CCC(=O)Nc1ccc(F)cc1)N/N=C/c1cccnc1 | -15% | 6%
COC(=O)c1ccccc1NC(=O)CCCCCn1nnc2ccccc2c1=O | -4% | 10%
Cc1cnc(CN(C)C(=O)c2ccc3oc(Cc4ccc(Cl)cc4)nc3c2)[nH]1 | 2% | 2%
Cn1nc(C(=O)NC2CCCCC2)c2c1-c1ccccc1S(=O)(=O)C2 | -15% | 8%
CCCCNC(=O)N1CCCN(c2ccc(C#N)cn2)CC1 | 3% | -20%
O=C(CC(Cc1ccccc1)C(=O)O)Nc1ccc(Cl)c(Cl)c1 (centres undefined) | -3% | -2%
Cc1ccc(C(=O)NC(=S)NNC(=O)c2ccccc2)cc1 | -16% | -8%
COc1cc(/C=C2\SC(N3CCCCC3)=NC2=O)cc(OC)c1OC | 2% | 8%
COc1ccccc1CN(C)S(=O)(=O)c1cccs1 | -19% | -16%
Cc1ccc(N=Nc2ccc3ccccc3c2O)cc1 | 19% | -27%
(listing goes on)
SMILES | NOD1 inhibition | HEK293 NOD2/NF-kB
CC(=O)c1ccc(S(=O)(=O)N2CCC(c3nc4ccccc4[nH]3)CC2)cc1 | -39% | -8%
CCOCCn1c(=NC(=O)CSCC(=O)N2CCOCC2)sc2cc(OC)ccc21 | -16% | 2%
O=C(Nc1cccc2ccccc12)c1cccc([N+](=O)[O-])c1 | 10% | 19%
Cc1c(Br)c([N+](=O)[O-])nn1C(C)C(=O)N1CCc2ccccc2C1 (centres undefined) | 9% | 6%
Cc1ccc(C(=O)COC(=O)c2cc(Cl)ccc2O)cc1[N+](=O)[O-] | 0% | 12%
O=C(COc1ccccc1Cl)NCCCNC(=O)c1cnccn1 | 27% | -34%
CSc1ccc(CN2CCC(Cc3ccccc3)CC2)cc1 | 80%* | -38%
CC(NC(=O)CCNS(=O)(=O)c1ccccc1)c1ccccc1 (centres undefined) | 0% | 13%
COc1cc(/C=C2/C(=O)N(c3cccc(Br)c3)N=C2C)cc(OC)c1O | -6% | 6%
CCC(C)(C)NC(=O)C(c1ccccc1Cl)N(C(=O)CCC(=O)Nc1cc(C)on1)C1CC1 (centres undefined) | -30% | -10%
CCOc1cc(C(=S)N2CCOCC2)ccc1OS(=O)(=O)c1ccc(OC)cc1 | -3% | 38%
Cc1ccc(CNC(=O)C(=O)NCC2OCCCN2S(=O)(=O)c2ccc(F)cc2)cc1 (centres undefined) | -15% | 4%
Cc1ccc(NC(=O)CSc2nc3c(c(=O)[nH]2)CCC3)c(C)c1 | -6% | 6%
COc1cc(NC(=O)c2ccccc2Cl)c2ncccc2c1 | -11% | 2%
CCc1ccc(-c2cc(C)no2)cc1S(=O)(=O)N1CCOc2ccccc21 | 24% | 49%
CCOC(=O)COn1c(=O)c(-c2ccc(OC)cc2)[n+]([O-])c2ccccc21 | -10% | 16%
NS(=O)(=O)c1ccc(CCNC(=O)C2CCN(c3ncnc4c3nc3n4CCCCC3)CC2)cc1 | -25% | -10%
O=C(CNC(=O)c1cccs1)N/N=C/c1cccc(Br)c1 | -28% | 11%
O=C(Nc1ccc(SC(F)F)cc1)C1CC(=O)N(Cc2ccccc2)C1 (centres undefined) | -1% | 4%
O=C(CN(C(=O)CCC(=O)Nc1nccs1)c1ccccc1F)NCc1ccc2c(c1)OCO2 | -20% | 0%
O=C(CCc1cn2ccccc2n1)NC1CCCc2c1cnn2-c1ccccc1F (centres undefined) | 4% | 20%
Cc1ccc(OCc2cc(C(=O)N(C)CCn3ccnc3C)no2)cc1C | -12% | 24%
COc1ccc(-n2nc(C(=O)NCC(=O)NCCCN3CC(C)CC(C)C3)c3ccccc3c2=O)cc1Cl (centres undefined) | -21% | 2%
CCOc1ccc(NC(=O)C2CCCN2S(=O)(=O)c2ccc3c(c2)C(C)(C)C(=O)N3C)cc1 (centres undefined) | -11% | 16%
N#Cc1ccc(-c2nc3ccc(Br)cc3c(=O)n2O)cc1 | 29% | 2%
CCCCNC(=S)N(CCO)Cc1cc2cc3c(cc2[nH]c1=O)OCCO3 | 7% | 2%
CSCC[C@H](NC(=O)[C@H](Cc1ccccc1)n1c(=O)[nH]c2ccccc2c1=O)C(=O)N1CCC[C@H]1C(=O)O | -20% | -4%
O=C(CNC(=O)c1cccc(OC(F)F)c1)Nc1ccc(Cl)cc1 | 1% | 17%
Cc1ccc([C@@H]2[C@@H]3C(=O)N(c4ccccc4)C(=O)[C@@H]3[C@]3(Cc4ccccc4)C(=O)N(CC4CC4)CC(=O)N23)o1 | -27% | -11%
Oc1[nH]c2ccccc2c1N=Nc1c(F)c(F)c(C(F)(F)F)c(F)c1F | 0% | 11%

Compounds from the list above with fluorine:
SMILES | NOD1 inhibition | HEK293 NOD2/NF-kB
CCOc1ccc(N(CC(=O)NCc2ccc(F)cc2)C(=O)CCC(=O)Nc2nccs2)cc1 | -43% | -8%
C=C(C)COc1ccc(-c2ncnc(C(F)(F)F)c2-c2ccccc2)c(O)c1 | -2% | 12%
COc1ccc2[nH]c(=O)c(CN(CC3CCCO3)S(=O)(=O)c3ccccc3F)cc2c1 (centres undefined) | 22% | 32%
N#CC1=C(N)Oc2cc(N)ccc2C1c1ccccc1F (centres undefined) | 8% | -22%
COc1ccc(C(=O)Nc2cc(C)nn2-c2ccc(F)cc2)cc1 | 11% | 19%
O=C(C[n+]1ccccc1)N/N=C/c1c(F)cccc1Cl | -7% | -6%
CCNCCC(=O)N1c2ccccc2Sc2ccc(C(F)(F)F)cc21 | 15% | 10%
O=C(Cc1ccccc1F)Nc1ccc2c(c1)CCC2 | -54% | -52%
O=C(CCC(=O)Nc1ccc(F)cc1)N/N=C/c1cccnc1 | -15% | 6%
Cc1ccc(CNC(=O)C(=O)NCC2OCCCN2S(=O)(=O)c2ccc(F)cc2)cc1 (centres undefined) | -15% | 4%
O=C(Nc1ccc(SC(F)F)cc1)C1CC(=O)N(Cc2ccccc2)C1 (centres undefined) | -1% | 4%
O=C(CN(C(=O)CCC(=O)Nc1nccs1)c1ccccc1F)NCc1ccc2c(c1)OCO2 | -20% | 0%
O=C(CCc1cn2ccccc2n1)NC1CCCc2c1cnn2-c1ccccc1F (centres undefined) | 4% | 20%
O=C(CNC(=O)c1cccc(OC(F)F)c1)Nc1ccc(Cl)cc1 | 1% | 17%
Oc1[nH]c2ccccc2c1N=Nc1c(F)c(F)c(C(F)(F)F)c(F)c1F | 0% | 11%

Ordered by the number under HEK293 NOD2/NF-kB (rising): 3 from the list above.
SMILES | NOD1 inhibition | HEK293 NOD2/NF-kB
O=C(CNC(=O)c1cccc(OC(F)F)c1)Nc1ccc(Cl)cc1 | 1% | 17%
CCOc1cc(C(=S)N2CCOCC2)ccc1OS(=O)(=O)c1ccc(OC)cc1 | -3% | 38%
CCc1ccc(-c2cc(C)no2)cc1S(=O)(=O)N1CCOc2ccccc21 | 24% | 49%

High-throughput results as filed in PubChem BioAssay.
